EWS-Fli block = EWS/Fli transcriptional activity inhibition. A673 NR0B1-luciferase reporter, viability-normalised. inhibition, % at 12.6 µM. 350,000 tested, 0.67% active;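 active = mean inhibition of at least 50% after viability correction, with every replicate also passing that limit; inconclusive = mean reaches 50% but only one of two replicates passes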;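 note: firefly luciferase signal divided by Alamar Blue viability fluorescence both relative to DMSO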
LGR2 antag = blocks bursicon-induced cAMP signaling via Drosophila LGR2 | HEK293 LGR2, CRE-luciferase, bursicon-stimulated, 4 h | inhibition, % at 9.99 µM | 380,000 tested, 0.35% active;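 active = drop in luminescence signal, shown as inhibition above about 50% in the replicate tests, limit read from the data, passing the limit was not always enough; inconclusive = probably only some replicates passing the limit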;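 note: agonist challenge used bursicon conditioned medium at about half maximal strength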
PAX8 inh HTS = lowers PAX8-driven luciferase in RMG-I cells; 360,000 tested, 1.2% active; inhibition, % at 12.6 µM; AID 652154; RMG-I TPO-luciferase reporter, SteadyGlo, 24 h;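 active = mean replicate inhibition at least 60% with every replicate also reaching 60%; inconclusive = only one of the two criteria is met; inactive = mean below 60% and not all replicates reaching 60%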;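 note: luciferase light reporting Pax8 driven TPO promoter activity; plate controls were median of neutral control wells for no effect and mitoxantrone controls for full effect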
CASP6 VEID inh = blocks human caspase-6 cleavage activity; purified caspase-6, Z-VEID-R110 cleavage fluorescence; inhibition, % at 12.5 µM; 350,000 tested, 0.53% active; AID 686996;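 active = mean inhibition across replicates at least about 35%, with every replicate also reaching that limit, limit read from the data; inconclusive = only one of the two criteria met; inactive = neither criterion met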;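 note: 0% = median of neutral control wells and 100% = no fluorescence left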
Target sequence (P55212 24-179 limits assumed): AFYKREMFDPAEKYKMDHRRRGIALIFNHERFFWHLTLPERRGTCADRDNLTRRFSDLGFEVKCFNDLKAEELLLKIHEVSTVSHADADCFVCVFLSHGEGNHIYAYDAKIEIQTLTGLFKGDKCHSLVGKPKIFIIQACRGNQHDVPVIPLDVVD
Target sequence (P55212 194-293 limits assumed): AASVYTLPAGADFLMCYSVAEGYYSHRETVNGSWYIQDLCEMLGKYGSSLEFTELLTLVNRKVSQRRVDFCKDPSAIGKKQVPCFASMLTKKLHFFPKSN
SIRT5 inh = sirtuin-5 (human) deacylase inhibition; Q9NXA8; Purified SirT5, succinyl-peptide AMC, trypsin-coupled fluorescence; inhibition, % at 15 µM; 330,000 tested, 1.1% active; AID 652115; in the data active = inhibition above about 15%; inconclusive = no clear call, values can overlap the other calls
Target sequence (Q9NXA8 whole entry, looked up): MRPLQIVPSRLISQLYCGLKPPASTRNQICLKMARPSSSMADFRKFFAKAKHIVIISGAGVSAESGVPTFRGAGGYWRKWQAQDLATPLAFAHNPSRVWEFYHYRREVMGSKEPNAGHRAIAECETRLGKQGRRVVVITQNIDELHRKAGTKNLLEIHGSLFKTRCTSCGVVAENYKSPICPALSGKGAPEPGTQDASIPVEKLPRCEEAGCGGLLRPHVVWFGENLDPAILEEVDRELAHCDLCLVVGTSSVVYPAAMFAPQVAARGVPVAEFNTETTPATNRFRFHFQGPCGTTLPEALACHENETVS
DENV2 CPE rescue = DENV2-induced cell death inhibition. DENV2-infected cells, cytopathic effect rescue, plate reader. CPE inhibition, % at 9.99 µM. 350,000 tested, 1.7% active; in the data active = CPE inhibition above about 20%, passing the limit was not always enough; inconclusive = no clear call, values can overlap the other calls; tested in BHK-21 cells;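 note: 0% = median of neutral control wells and 100% = median of positive control wells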
ARNT TACC3 PPI = disruptors of human ARNT/TACC3 interaction. AlphaScreen His-ARNT PAS-B/GST-TACC3 binding, luminescence; TACC3 fragment carries E629A point mutation. inhibition, % at 9.99 µM. 390,000 tested, 0.66% active. AID 623870;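 active = mean inhibition of replicates at least 50% and at least half of replicates each reaching 50%; inconclusive = half or more replicates reach 50% but mean below 50%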;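 note: 0% = complete ARNT plus TACC3 wells and 100% = ARNT alone without TACC3; many hits fall short of the cut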
Numbers without * were called inactive; ? = inconclusive; · = not tested or not shown; & = joins results of further samples.

Every second line gives: EWS-Fli block	LGR2 antag	PAX8 inh HTS	CASP6 VEID inh	SIRT5 inh	DENV2 CPE rescue	ARNT TACC3 PPI
- CCOc1ccccc1N(CC(=O)N(C)Cc1ccccc1)S(=O)(=O)c1ccccc1
→ 2.3	-5.3	31.6	1.2	-0.3	-5.7	0.5
- O=C(OCc1cn([C@H]2CN(C(=O)c3cccs3)[C@@H](c3ccccc3)C[C@@H]2O)nn1)c1ccccc1
→ -7.1	1.2	-24.1	5.8	2.3	8.9	·
- COc1ccc(S(=O)(=O)N2CCOCC2)cc1NC(=O)CCCOc1ccc(Cl)cc1C
→ 6.3	-6.5	10.8	-3.2	-8.1	-2.7	1.4
- O=C(COC(=O)C1(c2ccccc2F)CCCC1)N1CCNC1=O
→ -5.8	20.2	3.8	1.1	3.2	?	-4.1
- CC(=O)Nc1sc(/C(C#N)=C/c2ccc(Cl)c(Cl)c2)nc1-c1ccc(C)cc1
→ 3.8	0.3	5.7	1.0	-5.6	7.4	-1.9
- O=[N+]([O-])c1cccc(N(CC2CO2)S(=O)(=O)c2ccccc2)c1 (configuration not stated)
→ 3.6	0.0	-2.7	1.0	-0.5	-0.2	-0.8
- COc1ccc(C(=O)CCc2ccccc2)c(O)c1
→ -76.3	-50.8	-67.7	1.1	5.0	1.1	1.7
- CCCN(CC(=O)Nc1ccccc1OC)C(=O)C1CCCC1
→ 5.7	-0.7	-18.7	-73.2	4.2	1.1	-3.9
- C[C@@H]1CN([C@@H](C)CO)S(=O)(=O)c2ccc(C#CC3CCCC3)cc2O[C@@H]1CN(C)Cc1cncnc1
→ 14.0	-9.1	16.0	2.3	0.4	?	10.2
- Cc1ccc(S(=O)(=O)N2C[C@H]3N(C(=O)OC(C)C)N(C(=O)OC(C)C)C[C@H](OC(=O)NCc4ccccc4F)[C@@]3(O)C2)cc1
→ -8.7	-15.5	-0.5	0.8	6.0	-2.5	·
- O=C(NC(Cc1ccccc1)C(=O)O)/C(=C\c1cccc([N+](=O)[O-])c1)NC(=O)c1ccco1 (configuration not stated)
→ ·	1.1	20.8	1.9	1.3	19.4	5.1
- COc1ccc(NC(=O)N(C)C[C@@H]2Oc3ncc(-c4ccc(C#N)cc4)cc3C(=O)N([C@H](C)CO)C[C@@H]2C)cc1
→ -5.3	-3.7	·	2.8	-1.3	6.5	-4.2
- Cc1ccc(S(=O)(=O)c2nc(-c3ccco3)oc2SCC(N)=O)cc1
→ -22.5	3.3	-4.5	0.4	-0.8	2.0	-6.5
- Cc1ccc(S(=O)(=O)Nc2ccc3c(c2)C(=O)N([C@H](C)CO)C[C@@H](C)[C@@H](CN(C)S(=O)(=O)c2cccs2)O3)cc1
→ 8.5	-0.8	·	0.6	5.7	1.9	-3.0
- CN(C1CCCCC1)S(=O)(=O)c1ccc2c(c1)c(=O)c(C(=O)N1CCc3ccccc3C1)cn2C
→ -1.6	13.2	·	0.5	1.3	3.9	-1.2
- O=[N+]([O-])c1ccc(N2CCN(c3ccc(O)cc3)CC2)cn1
→ ·	2.0	10.4	0.7	0.1	6.2	8.3
- COc1ccccc1Oc1ncnc2c1cnn2-c1ccccc1
→ -84.7	-41.5	-155.6	-1.8	1.6	-4.2	-4.4
- CN(C(=O)c1ccc(NC(=O)Cc2ccc(NC(=O)C3CCCN(C(=O)c4ccccc4)C3)cc2)cc1)C1CC1 (configuration not stated)
→ -12.0	-4.2	-25.3	-2.5	-1.7	12.9	1.3
- COc1ccc(-c2nc(CS(=O)CC(=O)NC3CCCC3)c(C)o2)cc1OC (configuration not stated)
→ -6.0	-2.0	4.4	5.0	-0.6	0.4	-0.6
- CCCCc1nc2sc3c(=O)[nH]c(=S)[nH]c3c2c2c1CCC2
→ 4.8	13.3	0.0	0.6	2.4	3.8	-2.2
- CCCC#Cc1ccc([C@@H]2[C@H]3CN(Cc4cncnc4)CCCCN3[C@H]2CO)cc1
→ 8.0	2.5	15.4	0.8	-2.3	28.7*	-6.5
- CC/C(=N\NC(=S)NC(C)C)c1ccc(OC)c(OC)c1
→ 0.8	-22.4	12.7	-7.5	0.9	-5.8	12.2
- Cc1ccccc1NC(=O)CN1CCC(C(=O)c2ccc3c(c2)OCCO3)CC1
→ -8.1	2.5	22.7	-2.1	-2.7	-2.2	-6.5
- Cc1ccc(S(=O)(=O)N(C)CCCC(=O)N2CCCCC2)cc1
→ 0.5	3.7	7.4	17.7	0.4	-1.7	-6.4
- CCC(=O)NCCn1ccc2ccccc21
→ 0.4	-1.3	13.9	0.9	-1.8	-1.1	-0.7
- CCC(=O)NC[C@H]1[C@H](c2ccccc2)[C@H](CO)N1C(=O)C1CC1
→ -6.1	-3.8	2.5	-0.4	3.1	11.9	-2.1
- CCn1c2ccccc2c2cc(NC(=O)CSc3nccc(=O)[nH]3)ccc21
→ -10.5	9.1	18.1	0.9	3.1	3.2	2.1
- CCOc1ccc(/C=C/C(=O)Oc2ccc(OC)cc2)cc1
→ -5.7	14.2	-10.9	-2.6	3.3	3.0	-1.9
- O=C(NCc1cccc(OC(F)(F)F)c1)C1CCC(=O)N(Cc2cccc(F)c2)C1 (configuration not stated)
→ ·	5.2	8.7	2.4	-2.6	1.6	-0.6
- O=C(CN1CCN(S(=O)(=O)c2ccc(F)c(Cl)c2)CC1)N1CCc2ccccc21
→ 1.0	-1.4	11.6	2.2	-3.0	-0.3	·
- CSc1ccc(NC(=O)C(C)N2CCN(C)CC2)cc1 (configuration not stated)
→ 8.0	7.2	8.3	-2.9	-2.1	8.2	1.7
- C=CCn1cnc2c(c1=O)c1nc3ccccc3nc1n2/N=C/c1cccc(OC)c1OC
→ -32.1	6.5	·	0.2	0.2	1.6	2.8
- COc1cccc(COC(=O)CSCC(=O)Nc2ccc(C)cc2)c1OC
→ -1.3	·	-17.4	-1.4	2.2	71.6*	·
- C=CCNc1nc(C(=O)OCC(=O)c2ccc(Cl)cc2)cs1
→ -2.5	-27.0	10.7	-1.0	1.4	4.4	28.4
- CO[C@@H]1CC[C@@H]2CCN(C)C(=O)C[C@@H](c3ccccc3)CN(C)C(=O)c3cccc(C#N)c3OC[C@@H]1O2
→ 5.5	5.7	4.1	0.7	-3.5	-4.5	-4.3
- CN1C(=O)c2cc(NC(=O)c3ccc(Cl)cc3)ccc2OC[C@@H]2O[C@@H](CC(=O)O)CC[C@H]21
→ -14.0	-15.3	-6.1	·	·	·	·
- CCC(=O)N1CC[C@@H]2[C@@H](CO)Nc3ccc(C#Cc4ccccc4)cc3[C@@H]21
→ 4.7	13.5	15.6	-2.8	0.0	?	3.7
- CN(C)CCCNC(=O)COc1ccc(Br)cc1Cl
→ -4.1	-5.5	-8.2	11.7	-4.9	·	-22.4
- C[C@@H]1CCCCO[C@@H](CN(C)C(=O)c2ccncc2)[C@@H](C)CN([C@H](C)CO)C(=O)c2cc(NC(=O)c3ccncc3)ccc2O1
→ ·	5.7	-12.2	9.6	-1.4	2.1	2.7
- O=C(N/C(=C\c1ccccc1)C(=O)N1CCOCC1)c1ccccc1Br
→ -2.2	0.8	-4.4	0.1	0.7	-4.9	-1.9
- C[C@@H]1CCCCO[C@H](CN(C)Cc2ccc(C(F)(F)F)cc2)[C@@H](C)CN([C@H](C)CO)C(=O)c2cc(NC(=O)CCC(F)(F)F)ccc2O1
→ -16.3	3.4	3.1	2.2	0.0	-7.0	-11.6
- CCCn1nc(NC(=O)C(C)C)c2cc3cc(OC)ccc3nc21
→ -2.7	5.5	14.7	0.4	0.8	-0.9	-7.8
- C[C@H]1CN([C@@H](C)CO)S(=O)(=O)c2ccc(Br)cc2O[C@H]1CN(C)Cc1ccccc1F
→ -1.9&17.4	22.1	2.2&-1.1	3.8&-2.0	3.2&0.8	8.6&1.1	-0.9
- CC(C)CC(N)c1csc(NC(=O)Nc2ccccc2C(C)C)n1 (configuration not stated)
→ 6.6	1.4	-23.6	5.3	-0.2	1.5	·
- O=C(OCC(=O)N1CCOCC1)c1ccc(Cl)nc1
→ 0.7	4.7	·	9.6	-18.8	-1.9	-1.4
- C[C@H]1CN([C@@H](C)CO)C(=O)Cc2cc(NC(=O)Nc3ccc(F)cc3)ccc2O[C@@H]1CN(C)C(=O)Nc1cccc2ccccc12
→ 5.6	8.5	21.8	3.4	8.0	16.9	1.4
- CCC(=O)N1CC[C@@H]2[C@H]1c1cc(-c3ccc(F)cc3)ccc1N[C@@H]2CO
→ -5.2	-27.0	13.2	1.0	-1.8	?	-1.1
- O=C(Nc1cccc(F)c1)N1[C@@H]2CNC[C@H]1C2c1ccc(-c2cccc(F)c2)cc1 (some centres not stated)
→ ·	-6.9&-14.7	·	4.7&-2.6	5.5&6.4	0.2&12.1	·
- O=C(c1ccccc1)N1CC(=O)N2[C@H](CO)[C@@H](c3ccc(C4=CCCC4)cc3)[C@@H]2C1
→ -1.6	2.2	-5.4	-1.3	2.3	-3.9	·
- C#CCn1c(=NC(=O)c2ccco2)sc2cccc(Cl)c21
→ -17.7	-21.8	8.4	1.8	12.2	-3.0	-0.8
- C[C@H](O)C#Cc1ccc2c(c1)O[C@@H](CN(C)Cc1ccc(-c3ccccc3)cc1)[C@H](C)CN([C@H](C)CO)S2(=O)=O
→ -6.4	2.4	94.0*	0.1	27.8*	0.1	-2.0
- CCCCN1C(=O)C(CC(=O)NCCc2ccccn2)CC(C(=O)N(C)C)=C1C (configuration not stated)
→ -16.3	-3.8	-26.7	2.2	-0.4	-1.2	·
- Cc1ccn2c(Cc3ccccc3)c(-c3ccc(Br)cc3)nc2c1
→ -85.6	-100.9	-188.6	-1.7	-0.5	9.3	·
- CCCc1cc(C(=O)Nc2cccnc2)no1
→ -11.0	-43.5	-43.5	-0.4	-0.5	19.2	-7.7
- N#Cc1ccc(-c2csc(-c3ccno3)n2)cc1
→ -21.1	-18.5	-29.9	-0.7	-3.5	-2.9	·
- NS(=O)(=O)c1ccc(NC(=O)COC(=O)c2cn(-c3ccccc3)nc2-c2ccc(F)cc2)cc1
→ ·	3.1	-18.3	·	·	·	-3.0
- COc1cc(C#Cc2c(-c3ccccc3OC)oc3ccccc23)cc(OC)c1
→ 4.6	12.6	3.6	-2.0	·	-17.1	0.3
- O=C(COc1cccnc1[N+](=O)[O-])NCCc1ccc(Cl)cc1Cl
→ -15.2	22.6	12.8	-0.9	-2.8	-6.0	0.0
- O=C(CN(C(=O)Cn1nnc(-c2ccccc2F)n1)c1cnc2ccccc2c1)NCC1CCCO1 (configuration not stated)
→ -6.1	11.9	2.7	0.7	0.1	1.3	1.5
- O=C(C1=C[C@@H](c2ccc3c(c2)OCO3)C[C@@H](OCc2ccc(CO)cc2)O1)N1CCCCC1
→ -9.3	·	0.6	1.6	-2.0	-3.9	-7.0

(further entries)
Every second line gives: EWS-Fli block	LGR2 antag	PAX8 inh HTS	CASP6 VEID inh	SIRT5 inh	DENV2 CPE rescue	ARNT TACC3 PPI
- Cc1nn(-c2ccccc2)c(Cl)c1/C=N/NC(=O)c1ccc(CNc2ccccc2)o1
→ ·	-25.3	-16.4	·	·	·	-4.0
- O=C(c1ccc([N+](=O)[O-])o1)N(Cc1nnc(-c2ccccc2Cl)o1)C1CC1
→ -3.8	-4.3	4.5	-179.1	-1.2	-0.1	2.1
- O=S(=O)(c1ccccc1)N1C[C@@H]2[C@H](c3ccccc31)[C@H](CO)N2Cc1ccccn1
→ -11.0	-9.6	19.7	-6.2	1.3	9.6	32.5*
- CC(=O)c1ccc(N2CCN(C3CCC(C(C)(C)C)CC3)CC2)cc1 (configuration not stated)
→ 22.7	12.5	-9.4	-0.7	1.9	0.6	-13.5
- COc1cccc(C(=O)Nc2cccc(-c3ccc(N4CCOCC4)nn3)c2)c1
→ -90.1	-50.5	-113.3	8.1	-5.4	6.4	7.2
- COc1ccccc1C(=O)C1CCCN(Cc2cccc(OCCO)c2)C1 (configuration not stated)
→ -2.7	-7.4	-9.1	-0.2	1.4	-2.5	-6.0

Copied from the list.
For LGR2 antag, Cc1nn(-c2ccccc2)c(Cl)c1/C=N/NC(=O)c1ccc(CNc2ccccc2)o1 reads -25.3
For CASP6 VEID inh, O=C(c1ccc([N+](=O)[O-])o1)N(Cc1nnc(-c2ccccc2Cl)o1)C1CC1 reads -179.1

Screening data as filed in PubChem BioAssay.
